# Source: PubChem BioAssay (several laboratories)
# GC-A act = GC-A (human) enzyme activation. P16066. HEK293 GC-A cells, cGMP TR-FRET, EC30 ANP; 0% at EC30 ANP, 100% saturating ANP. activation, % at 10 µM. hit rate 0.14% among 370,000; in the data active means activation above about 40%
# DAX1 inh-1 = NR0B1 (DAX1) inhibition | hit rate 0.99% among 340,000 | AID 504766 | HEK293 Gal4-DAX1 luciferase reporter, luminescence | inhibition, % at 6.75 µM;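 active means inhibition above the mean over all tested compounds plus 3 SD, cut at about 4.2% in these data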;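 further: 0% = DAX1-transfected cells with DMSO and 100% = empty-vector control cells with DMSO; inhibition shows as a rise in luminescence from relieved DAX1 repression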
# hcDAF12 agonist = activates DAF-12 receptor from parasite H. contortus; hit rate 1.4% among 370,000; HEK293 hcDAF-12 lit1-tk-luc reporter, luminescence; 0% DMSO, 100% Δ7-dafachronic acid; activation, % at 6.8 µM;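 active means activation above the mean of all tested compounds plus 3 SD, cut at about 5.5% in these data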;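 further: 100% = response to 3 µM Δ7-dafachronic acid high control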
# GAA850 FXN act = frataxin GAA850 promoter activation | HEK293 lucGAA850 FXN promoter luciferase reporter, 24 h; percent of 10 µM SAHA response | activation, % at 6 µM | hit rate 0.56% among 360,000;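 active means activation above the average of all compounds screened plus 3 SD, cutoff fixed separately per campaign, cut at about 7.5% in these data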;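 further: 0% = DMSO wells and 100% = 10 µM SAHA wells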
# sPLA2-III inh = Blocks human group III sPLA2 activity; inhibition, % at 12.2 µM; hit rate 0.56% among 370,000; QFRET BODIPY PC-A2 liposome hydrolysis, fluorescence; Q9NZ20;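 active means inhibition above mean plus 3 SD of compounds lying within the high and low control bounds, cut at about 19% in these data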;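 further: 0% = median of test compound wells and 100% = no enzyme DMSO wells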
# ssDAF-12 act = activates DAF-12 receptor from parasite S. stercoralis; HEK293 ssDAF-12/GRIP1 lit1-tk-luc reporter, luminescence; % of 3 µM dafachronic acid response; activation, % at 6.8 µM; hit rate 1% among 370,000; AID 652126;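 active means activation above the mean over all tested compounds plus 3 SD, cut at about 0.9% in these data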;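 further: 0% = DMSO-only wells and 100% = 3 µM delta7-dafachronic acid wells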
# DAX1 inh-2 = DAX1 (NR0B1) inhibition, primary screen; hit rate 1.1% among 370,000; AID 652010; HEK293T StAR-luciferase reporter, SF-1/DAX-1 repression relief; inhibition, % at 6.8 µM;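 active means inhibition above the mean over all tested compounds plus 3 SD, cut at about 3.6% in these data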;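 further: 0% = DAX-1 cells with DMSO and 100% = cells lacking DAX-1 with DMSO; higher inhibition means more luminescence from relief of DAX-1 repression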
# ADAM10 inh = inhibits human ADAM10. O14672. recombinant ADAM10, EDANS/DABCYL FRET peptide cleavage, 3 h. inhibition, % at 7 µM. hit rate 0.62% among 370,000. AID 720582;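 active means inhibition above a per-campaign cutoff equal to the mean of compounds falling between control-based bounds plus 3 SD, cut at about 20% in these data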;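 further: 0% = DMSO wells while the 100% control is not disclosed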
# GC-B act = GC-B (human) receptor activation. AID 1920062. activation, % at 10 µM. hit rate 0.11% among 370,000. P20594. HEK293-GC-B cells, CNP EC30, cGMP TR-FRET; 0% at EC30 CNP, 100% saturating CNP;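 active means activation at 10 µM reaching about 35% in either raw or pattern-adjusted values, limit read from the data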
# Target sequence (P20594 whole entry, looked up): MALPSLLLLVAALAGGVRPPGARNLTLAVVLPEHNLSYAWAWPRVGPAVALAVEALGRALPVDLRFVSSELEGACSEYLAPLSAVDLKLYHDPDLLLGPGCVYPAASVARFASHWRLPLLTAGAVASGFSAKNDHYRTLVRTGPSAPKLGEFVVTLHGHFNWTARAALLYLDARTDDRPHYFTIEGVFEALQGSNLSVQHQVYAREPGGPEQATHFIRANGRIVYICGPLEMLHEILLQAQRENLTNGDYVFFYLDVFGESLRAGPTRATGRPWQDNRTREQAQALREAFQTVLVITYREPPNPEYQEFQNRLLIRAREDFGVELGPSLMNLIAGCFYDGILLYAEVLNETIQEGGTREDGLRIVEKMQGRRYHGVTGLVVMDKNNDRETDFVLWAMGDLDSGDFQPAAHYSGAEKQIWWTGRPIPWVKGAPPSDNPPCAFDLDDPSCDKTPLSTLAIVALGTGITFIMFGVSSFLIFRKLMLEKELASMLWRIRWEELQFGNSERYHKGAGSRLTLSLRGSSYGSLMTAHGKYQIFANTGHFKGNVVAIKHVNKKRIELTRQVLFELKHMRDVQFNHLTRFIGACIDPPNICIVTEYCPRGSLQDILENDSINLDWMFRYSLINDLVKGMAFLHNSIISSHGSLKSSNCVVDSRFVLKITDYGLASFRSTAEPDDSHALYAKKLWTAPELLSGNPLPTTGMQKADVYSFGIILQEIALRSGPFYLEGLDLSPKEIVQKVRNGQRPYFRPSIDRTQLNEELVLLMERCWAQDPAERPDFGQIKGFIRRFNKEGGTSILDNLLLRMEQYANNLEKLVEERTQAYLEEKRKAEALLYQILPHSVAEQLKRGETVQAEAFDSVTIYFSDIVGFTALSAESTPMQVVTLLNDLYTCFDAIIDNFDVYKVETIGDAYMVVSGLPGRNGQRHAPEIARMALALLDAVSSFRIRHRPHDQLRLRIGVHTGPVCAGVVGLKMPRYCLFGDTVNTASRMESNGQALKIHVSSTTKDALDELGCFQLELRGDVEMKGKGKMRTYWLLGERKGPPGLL
# hgDAF12 agonist = activates the H. glycines DAF-12 receptor ligand-binding domain; HEK293 GAL4-hgDAF12 UAS-luciferase reporter, agonist luminescence; normalized to butyrate control; activation, % at 6.8 µM; hit rate 1.8% among 370,000; AID 687014;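 active means activation above a cutoff set at the mean of all screened compounds plus 3 SD, cut at about 10% in these data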;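 further: 0% = DMSO wells and 100% = sodium butyrate wells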
# SMARCA2 act = SMARCA2 function activation, primary screen; MG213 cells, MMTV-luciferase reporter, dexamethasone, overnight; activation, % at 9.1 µM; hit rate 1% among 370,000; in the data active means activation above about 7.8%;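 further: 0% = vehicle wells and 100% = reference activator wells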
# Active calls of the source: *; i = inactive; . = not tested or not shown.
SMILES,GC-A act,DAX1 inh-1,hcDAF12 agonist,GAA850 FXN act,sPLA2-III inh,ssDAF-12 act,DAX1 inh-2,ADAM10 inh,GC-B act,hgDAF12 agonist,SMARCA2 act
CCN(CC)C(=O)COc1ccc(Br)cc1Cl,3,0.6,-0.6,-1.1,5,-1.2,0.4,-12,-5,0.6,-3
CCN(C(=O)CN1CCCc2cc(C)ccc21)c1c(N)n(Cc2ccccc2)c(=O)[nH]c1=O,-1,0.3,0.1,-0.3,-14,-0.3,2.5,-51,3,2.5,-1
O=C(COC(=O)CNS(=O)(=O)c1ccccc1)NC12CC3CC(CC(C3)C1)C2,7,0.6,-0.6,2.0,-10,-0.8,-0.6,-7,-3,2.1,-1
Cc1nc2ccccn2c1P(=Nc1ccccc1)(N(C)C)N(C)C,1,-0.2,2.5,0.5,18,-0.3,0.6,-8,1,-1.0,-4
CCCNC(=O)C(Cc1cccc(OC)c1)NC(=O)c1ccc(C(C)(C)C)cc1 (stereo unspecified),0,0.4,-1.0,1.5,6,-0.9,-0.2,83*,2,2.2,-1
Cc1cc(O)c(C(=O)/C=C/c2c(F)c(F)c(F)c(F)c2F)c(=O)o1,-5,2.6,8.1*,0.3,2,0.8,0.0,-7,-4,0.6,0
Cc1cc(C)cc(OCC(=O)OCC(=O)c2ccc3c(c2)NC(=O)CO3)c1,-10,-0.6,0.2,-1.0,-6,-0.7,0.9,2,-3,0.3,-3
COc1ccc(N(C(=O)CNC(=O)c2ccco2)C(C(=O)NC2CCCCC2)c2cccnc2)cc1 (stereo unspecified),2,0.1,1.0,-1.0,1,-1.0,0.2,5,0,0.7,1
Cc1ccn2cc(-c3ccc(Br)cc3)nc2c1,3,-3.1,12*,1.9,-4,0.8,3.7*,-30,-7,14*,2
O=C(Cc1ccccc1[N+](=O)[O-])NCC(=O)c1ccc2c(c1)OCO2,-1,3.2,3.7,2.3,-1,-0.6,1.6,-2,-1,5.9,-2
CC1CC(C)CN(C(=O)COC(=O)Cc2c[nH]c3ccccc23)C1 (stereo unspecified),3,-0.9,1.3,-0.5,-56,-0.8,0.6,-6,3,1.1,-3
Nc1nc2c(ncn2[C@@H]2O[C@H](C(=O)NCC3CCCCC3)[C@@H](O)[C@H]2O)c(=O)[nH]1,6,.,-0.9,.,19,-0.4,-0.8,-15,14,0.5,-6
COc1ccc(OCC(=O)Nc2ccccc2C(=O)N2CCOCC2)cc1,1,0.7,-1.3,2.7,1,-1.3,1.4,-1,3,1.1,5
COC(=O)CCCC[C@@H]1O[C@H](CCc2ccccc2)CC2=C1C(=O)OC(C)(C)O2,5,.,-1.9,.,-5,-1.7,-1.7,3,4,-1.0,-2
CC(C)CCN(CCC(C)C)C/C(O)=C(\C#N)c1nc(-c2ccccc2)cs1,5,-0.6,-0.5,-0.2,4,-0.7,-0.4,4,4,-1.9,-3
O=C(COC(=O)/C=C/c1cccc(C(F)(F)F)c1)NCc1ccc(F)cc1,3,1.7,-1.9,0.4,11,-1.8,-0.2,0,-1,-0.2,-2
COc1cc(CCC(=O)OCC(=O)Nc2ccc(F)c(F)c2)cc(OC)c1OC,2,0.8,-1.3,-0.4,-2,-0.7,0.1,-5,-1,-2.0,-3
Oc1ccc(Cl)cc1CNCc1ccc(C(F)(F)F)cc1,-3,2.2,-0.3,2.1,4,-1.4,-0.1,-4,-4,-0.6,0
CN1C/C(=C/c2ccccc2)N2C(=O)C[C@@H](c3ccccc3)N=C12,5,.,-3.6,.,2,-1.7,0.4,-4,6,-4.7,-2
CC(=O)Nc1ccc(OCC(O)CN2CCN(c3ccc(F)cc3)CC2)cc1 (stereo unspecified),0,-0.8,-2.1,0.1,3,-1.1,-0.3,-3,3,-0.8,-2
C/C(=N/NC(=O)c1ccncc1)c1ccc(NC(=O)c2ccc(Cl)cc2Cl)cc1,3,1.8,2.5,2.7,-3,0.0,5.3*,4,9,6.0,4
O=C(Nc1nccs1)C(c1ccccc1)N1CCCC1 (stereo unspecified),-2,-0.4,1.5,0.4,4,-1.4,0.2,3,2,0.4,-1
CN(C(=O)c1ccncc1)c1nnc(-c2cccnc2)s1,2,0.1,2.2,-0.6,3,-0.4,0.6,-8,4,1.6,0
COC(=O)C(C(=O)OC)c1ccccc1NS(=O)(=O)c1ccc(C)cc1,1,.,0.0,.,-1,-0.8,-0.2,-2,-2,-1.5,0
Nc1nonc1-n1nnc(C(=O)O)c1-c1cccs1,-1,0.1,-1.2,-2.4,5,-0.6,-1.0,-1,2,0.4,-3
CCOC(=O)C1=C(COC(=O)C2CC(=O)N(c3ccccc3CC)C2)NC(=O)NC1C (stereo unspecified),1,1.3,1.1,-0.5,-5,-0.7,1.2,-6,-6,-0.4,1
COc1ccc(-c2cc(C(F)(F)F)n3nc(C(=O)Nc4cc(C)on4)cc3n2)cc1OC,4,0.1,-1.6,-0.3,-3,-1.7,-1.0,0,5,-1.2,0
COCCNC(=S)N1CCN(c2nc3ccccc3s2)CC1,6,-0.2,1.6,1.1,4,-1.7,-0.3,-24,4,-0.4,-2
CC(C)(C)n1nc2c(c1NC(=O)c1cc(Cl)ccc1[N+](=O)[O-])CS(=O)(=O)C2,-1,2.4,-2.6,0.5,-3,-1.2,0.1,-3,4,-0.7,2
C[C@H](O)[C@@H]1C(=O)N2CCc3c([nH]c4ccccc34)[C@@H]2C[C@@H]1N(C)Cc1ccc2c(c1)OCO2,12,2.3,1.3,-0.2,4,0.0,-0.5,i,12,-0.3,-6
O=C(NC1CCCCC1)c1cccc(OCc2ccccc2)c1,2,-0.1,-1.6,2.5,-10,-1.2,-2.1,6,-1,0.7,-2
Cc1nnc(NC(=O)CCSc2ccccc2)s1,1,0.2,0.3,2.9,8,-1.0,-0.1,2,3,-1.4,0
Cc1cccc(NC(=O)c2ccc(Cl)c(S(=O)(=O)N3CCCC3)c2)n1,2,0.2,-0.1,0.9,0,-0.3,-1.3,-8,3,3.5,5
O=C(C1CCN(S(=O)(=O)N2CCOCC2)CC1)N1CCN(Cc2ccc3c(c2)OCO3)CC1,2,-0.3,-2.6,0.1,4,-1.4,-0.7,-3,-2,-0.2,0
Cc1ccc(S(=O)(=O)NCC(c2cccnc2)N(C)C)cc1 (stereo unspecified),-2,1.1,-1.6,0.8,0,-0.5,-0.5,8,-1,0.1,0
CN(Cc1ccccc1)C(=O)c1cccc(NC(=O)Cc2cccc([N+](=O)[O-])c2)c1,0,-2.4,-2.1,-1.7,-34,-1.7,-0.8,0,2,-1.5,-2
Cc1cc(=O)[nH]c(N/N=C/c2c(C)oc3ccccc23)n1,2,1.9,-1.9,-0.3,13,-1.3,0.2,-4,4,2.1,-3
O=c1c2cn[nH]c2[nH]c(=S)n1-c1cccc(Cl)c1,0,1.1,-2.0,0.8,7,-1.5,-0.2,-7,0,-0.1,0
COc1ccc(-c2cnc3c(c2)CCC3(C#N)C#N)cc1,-2,7.3*,-1.5,1.6,19,-1.4,-0.2,-113,0,-3.5,-1
Cc1ccc(OCC(=O)Nc2ccc3c(c2)OCO3)c(C)c1,0,0.8,3.5,0.3,-1,-0.8,6.5*,15,0,13*,-1
Cc1cc2[nH]c(=O)c(=O)[nH]c2cc1S(=O)(=O)Nc1cccc(Cl)c1C,5,2.6,-1.7,-0.3,-10,-0.9,-0.4,-81,2,-0.6,-2
O=C(NC1CCCCCCC1)C1CCC(CNc2c(N3CCCC3)c(=O)c2=O)CC1 (stereo unspecified),-1,-0.8,-0.1,-1.9,2,-1.0,0.4,-3,0,-0.6,1
Cc1ccc(CNC(=S)Nc2ccc(OC(F)F)cc2C)cc1,-3,1.1,-1.4,0.0,5,0.3,-0.4,7,1,-2.2,-1
O=C(COC(=O)c1cc(S(=O)(=O)N2CCCCC2)ccc1N1CCOCC1)NCCc1ccc(F)cc1,-4,-1.9,-2.0,1.6,-5,-1.2,0.1,-1,0,-0.5,0
O=C(NCc1ccco1)C(=S)N1CCCC1,-1,1.0,0.1,-1.4,-1,-1.0,-0.8,3,4,2.1,0
CCOC(=O)c1ccc(NC(=S)N(CCCN2CCN(CC)CC2)Cc2ccco2)cc1,4,-0.8,0.8,2.9,1,-1.8,-0.2,7,-3,-2.6,4
Cn1cc(Br)c(NC(=O)/C=C/C(=O)O)n1,4,-0.1,0.4,0.1,1,-0.9,-0.1,-3,1,0.6,-2
O=c1c(-c2ccc(Br)cc2)coc2c(CN3CCCCC3)c(O)ccc12,1,1.3,0.1,1.6,-6,-1.2,-0.1,-408,-10,1.4,6
CC(=O)C(C(c1ccccc1)N1CCCc2ccccc21)N1CCOCC1 (stereo unspecified),-4,-0.1,3.2,4.7,-2,1.1*,0.2,-29,3,0.3,3
COc1cc(OC)cc(C(=O)NNC(=O)c2cc(S(=O)(=O)N3CCOCC3)ccc2F)c1,-3,-0.5,-1.0,0.6,0,-0.9,-1.1,2,-3,0.0,-2
CCN(CCn1cccn1)Cc1cn[nH]c1-c1ccc(-c2ccccc2)cc1,-16,-0.8,1.2,5.0,-15,-0.7,0.9,5,-13,6.7,3
COc1cc(C(=O)N(Cc2ccccc2)c2cccc(C)c2)ccc1OCC(=O)N1CCOCC1,-7,2.5,1.0,-2.0,6,-1.3,0.2,-3,-3,-2.6,-4
N#C/C(=C/c1cn(-c2ccccc2)nc1-c1cccc(OCc2ccc(F)cc2)c1)C(=O)NCCCn1ccnc1,5,-0.1,-1.2,0.6,-8,-0.6,-0.2,-2,-1,2.6,0
O=C1N[C@H](Cc2ccccc2)COC(=O)[C@@H](Cc2ccc(F)cc2)C/C=C\C[C@H]1CC(=O)N(CCO)Cc1ccccc1,-7,-0.2,-2.4,-7.0,-24,-1.1,0.0,13,3,-3.1,-1
COc1ccc(C2=[N+]([O-])C(C)(C)C(c3ccccc3)=N2)cc1,2,-0.8,-2.1,2.0,0,-0.9,0.0,-1,-1,0.0,5
Cc1cccc(N/C(N)=N/c2nc(C)cc(=O)[nH]2)c1,2,-0.2,0.1,4.6,4,-1.2,-0.1,-2,-3,4.6,1
O=C(Nc1c(-c2ccc(F)c(F)c2)nc2ncccn12)C1CC1,3,.,-0.5,.,2,-1.1,-0.9,i,5,-3.3,-2
O=C(NCc1ccco1)Nc1cccc2ccccc12,-2,-0.2,0.6,1.9,-6,-0.4,-0.4,-54,0,-2.9,0
COc1ccc2c(Cl)c(C(=O)NCc3ccco3)sc2c1,2,2.3,-0.9,0.8,-12,-1.1,0.9,-3,-9,5.5,3
Cc1nn(-c2ccccc2)c(C)c1C(=O)OCC(=O)Nc1cccc(S(N)(=O)=O)c1,-2,-0.1,-0.9,-0.6,2,-1.7,1.3,-7,-2,1.9,2
CN1CCCCC(NC(=O)CCCl)C1=O (stereo unspecified),2,.,3.0,.,14,-1.2,0.2,-10,-2,1.3,-3
